High-throughput results from PubChem.
PKA-R1A activ: activators of PKA-R1A complex; P00514+P68181; PKA-R1A dissociation, Cy5-IP20 fluorescence polarization; scaled: DMSO 0%, 113 µM cGMP 100%; activation, % at 11.4 µM; 340,000 tested, 0.083% active;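 active = percent activation above the mean of all tested compounds plus 3 SD, cut at about 19% in these data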;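 also: higher means more PKAc released from R1A so a rise in polarization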
SR-BI HDL uptake: mouse SR-BI HDL lipid transfer inhibition; Q61009; ldlA[mSR-BI] CHO cells, DiI-HDL uptake fluorescence, 3 h; inhibition, % at 12.5 µM; 320,000 tested, 0.96% active;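 active = mean replicate inhibition of at least 70% and a set share of replicates each scoring 70 or more; inconclusive = meets just one of the two criteria; inactive = fails both criteria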;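 also: 0% = median of neutral control wells and 100% = median of positive control wells; values of inactives mirror those of a sister screen read the other way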
NSD2 HMT inh: inhibitors of human histone methyltransferase NSD2. NSD2 peptide methylation, AlphaScreen, 120 min. inhibition, % at 12.5 µM. 310,000 tested, 0.54% active. AID 743445; in the data active = inhibition above about 50%
MITF act: increases MITF-driven TRPM1 promoter luciferase signal | activation, % at 12.5 µM | 300,000 tested, 0.75% active | AID 588334 | SK-MEL-5 TRPM1-promoter luciferase, 24 h; % of positive control, neutral wells = 0;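 active = mean activation of at least 80% with every replicate also reaching 80%; inconclusive = mean reaches 80% but some replicate falls short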;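 also: 0% = neutral control wells and 100% = parthenolide positive control wells; values of inactives mirror those of a sister screen read the other way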
Arrestin-AP2 inh: human beta-arrestin and AP2 interaction inhibition | 340,000 tested, 0.31% active | FITC-arrestin peptide / GST-AP2 beads, flow cytometry; AP2 beta2 appendage carries R879A mutation | AID 504490 | inhibition, % at 10 µM;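 active = inhibition above a set limit, near 3 SD of compounds lacking own fluorescence, cut at about 54% in these data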;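 also: plate controls were DMSO wells for no effect and 5 µM unlabelled arrestin peptide for full effect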
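Assay system: GST-AP2 R879A bound to glutathione beads, E. coli-expressed; Medium: PBS with 0.05% Tween 20 and 0.1% BSA; Also added: fluorescein-tagged arrestin peptide at 50 nM final; Timing: 12 min plus 1 h, RT; Measured by: flow cytometry, FL1 (488/535 nm); Evaluation: percent drop in bead-associated FITC signal.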
CDK5 inh: CDK5/p35 (human) kinase inhibition | Q00535+Q15078 | Recombinant CDK5/p35, ADP-Glo luminescence, 60 min | inhibition, % at 10 µM | 330,000 tested, 0.01% active | AID 488839;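 active = highest replicate inhibition of at least 50% and at least 75% of replicates reaching 50%; inconclusive = only one of the two criteria met; inactive = both criteria failed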;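 also: plate controls were DMSO neutral control for no effect and GW8510 at 10 µM for full effect; many of its hits are not listed in these tables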
PKA-R2B act: activates the human PKA-R2B holoenzyme complex; P22694+P31323; PKA-R2B holoenzyme dissociation, Cy5-IP20 fluorescence polarization; R2B truncated from residue 108, S112A mutant; 0% DMSO only, 100% 113 µM cGMP; activation, % at 11.4 µM; 340,000 tested, 0.079% active;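 active = activation above a cutoff set at the mean over all compounds plus 3 SD, cut at about 18% in these data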;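 also: higher means more holoenzyme dissociation and a rise in polarization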
Target sequence (P31323 whole entry, looked up, other chains not shown, the tested form may be a part): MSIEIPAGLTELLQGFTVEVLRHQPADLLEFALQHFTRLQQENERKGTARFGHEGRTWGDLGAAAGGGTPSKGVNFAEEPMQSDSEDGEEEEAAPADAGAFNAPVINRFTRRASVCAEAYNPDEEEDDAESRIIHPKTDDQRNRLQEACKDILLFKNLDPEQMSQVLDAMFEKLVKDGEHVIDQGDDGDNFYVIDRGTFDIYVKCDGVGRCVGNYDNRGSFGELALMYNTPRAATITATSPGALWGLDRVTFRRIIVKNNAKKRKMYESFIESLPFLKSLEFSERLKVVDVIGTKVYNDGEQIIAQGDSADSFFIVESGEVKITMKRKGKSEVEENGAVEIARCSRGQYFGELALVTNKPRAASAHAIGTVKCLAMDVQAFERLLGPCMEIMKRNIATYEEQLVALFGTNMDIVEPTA
dFosB activator: mouse delta FosB homodimer activation; purified delta FosB, TAMRA-CDK5 oligo fluorescence polarization; percent of positive-control signal above neutral wells; AID 493131; 340,000 tested, 0.99% active; activation, % at 25 µM;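 active = mean activation above about 17%, with every replicate also reaching it, limit read from the data, passing the limit was not always enough; inconclusive = only one of the two conditions met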;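 also: fluorescence polarization rise as delta FosB binds a TAMRA Cdk5 AP-1 oligo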
Target sequence (P13346 whole entry, looked up): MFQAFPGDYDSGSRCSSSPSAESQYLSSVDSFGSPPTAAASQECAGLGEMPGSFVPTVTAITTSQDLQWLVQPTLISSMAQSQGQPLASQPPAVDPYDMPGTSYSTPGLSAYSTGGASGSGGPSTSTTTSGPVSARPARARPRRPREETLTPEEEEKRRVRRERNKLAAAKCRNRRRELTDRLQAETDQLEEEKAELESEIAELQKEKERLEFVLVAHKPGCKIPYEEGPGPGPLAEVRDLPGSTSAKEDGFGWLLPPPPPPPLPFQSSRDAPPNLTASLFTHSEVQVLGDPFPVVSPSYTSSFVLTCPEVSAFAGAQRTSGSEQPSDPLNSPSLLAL
Pemphigus Ab inh: human desmoglein-3 autoantibody binding inhibition; binding (percent of control), % at 10 µM; DSG3-coupled beads, scFv-anti-DSG3-GFP binding, flow cytometry; hits give low values; AID 588358; 310,000 tested, 0.48% active;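 active = binding more than 3 SD below its plate's average and above zero; inconclusive = below that plate limit but binding exactly zero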;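 also: hits lower antibody fragment binding to DSG3; some compounds called inactive have numbers as strong as hits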
SR-BI DiI-HDL act: SR-BI HDL lipid transfer activation | CHO ldlA[mSR-BI] cells, DiI-HDL uptake fluorescence, 3 h; 100 = double the neutral-control signal | activation, % at 12.5 µM | 320,000 tested, 0.096% active;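 active = mean replicate activation of at least 60% and every replicate at or above 60%; inconclusive = mean or all-replicate condition met, but not both; inactive = mean below 60% and not all replicates reaching 60%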;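 also: 0% = median plate neutral-control signal and 100% = twice that signal; values of inactives mirror those of a sister screen read the other way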
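Material: SR-BI-overexpressing, LDLR-lacking CHO cells | Dosing: Single compound concentration, delivered by pin transfer | Probe or stimulus: Labelled HDL, 10 µg/mL | Signal: Bottom-read cell fluorescence after medium removal, ex 550/em 595 nm | Schedule: 3 h, 37 °C | Evaluation: HDL uptake via cellular fluorescence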
SUMO Mot1 rescue: blocks SUMOylation pathway, rescuing yeast Mot1-301 growth | S. cerevisiae Mot1-301 growth rescue, ATP luminescence, 38.5C; percent above DMSO median, 100 means doubled | growth rescue, % at 18.8 µM | 320,000 tested, 1% active | AID 2716;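 active = every valid replicate shows activation above 250% relative to neutral control wells; inactive = the rest, any valid replicate at or below 250%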;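 also: OY570 slx delta 5 strain wells were the positive control but not used for scaling; some compounds called inactive have numbers as strong as hits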
* hit, by the source's call; ? = inconclusive; · = not tested or not shown.

Molecule,CDK5 inh,PKA-R2B act,SR-BI DiI-HDL act,PKA-R1A activ,SUMO Mot1 rescue,NSD2 HMT inh,MITF act,SR-BI HDL uptake,dFosB activator,Arrestin-AP2 inh,Pemphigus Ab inh
Cc1ccc(NC(=O)C23CCC(C)(C(=O)[C@H]2Br)C3(C)C)cc1 (some centres not stated),-0.2,0,35,-5,6,-2,·,-35,3,12,·
O=C(COC(=O)c1ccc(Cl)c(S(=O)(=O)N2CCCC2)c1)NC1CCCCC1,0.5,-4,-2,-1,4,1,1,2,-13,4,102
Cc1cc(C)n2nc(SCC(=O)N3CCc4ccccc43)nc2n1,-0.9,-9,8,-9,13,1,-1,-8,-2,43,98
Cc1ccc(O)c(NC(=S)NC(=O)/C=C/c2ccccc2)c1,1.1,5,9,-1,12,1,-3,-9,5,-12,112
COCCN(C(=O)COC(=O)/C=C/c1ccco1)c1c(N)n(Cc2ccccc2)c(=O)[nH]c1=O,-1.1,4,7,-1,-30,3,0,-7,-2,-7,99
O=C(O)Cc1ccc(NC(=O)c2ccc3c(c2)C(=O)N(CC2CCCO2)C3=O)cc1 (configuration not stated),-0.2,2,-6,6,-10,8,6,6,-2,-15,·
CN(C)/N=C/c1ccc(N2CCOCC2)cc1,2.9,-19,2,-7,22,-1,50,-2,3,-12,99
Cc1ccc(-c2ccc(CCC(=O)O)n2NC(=O)c2cccs2)cc1,-2.3,-4,26,-6,108,24,-3,-26,13,22,103
CC1CCN(C(=O)Cn2nnc(-c3ccccc3)n2)CC1,0.8,-7,2,-2,-21,-3,42,-2,5,2,95
O=C(CN1C(=O)c2ccccc2S1(=O)=O)N1CCN(c2ccc(F)cc2)CC1,1.3,-2,24,-1,6,14,-11,-24,-14,6,99
CCCCCCCCCCCC1=C(O)C(=O)C=C(O)C1=O,0.4,2,-39,-12,48,·,-1,39,4,3,102
CCOC(=O)COc1ccc2nsnc2c1,1.4,-3,29,-8,-4,1,2,-29,-3,11,95
COCCN(C(=S)Nc1c(C)cc(C)cc1C)C(C)c1cccs1 (configuration not stated),-0.3,-9,·,-6,-2,-2,-3,·,-3,5,104
COc1cc([N+](=O)[O-])ccc1NC(=O)C[n+]1ccccc1C,-1.5,-9,23,-2,·,-3,·,-23,3,-2,96
COc1ccccc1C(=O)NNC(=O)c1ccccc1[N+](=O)[O-],-0.2,7,-5,-1,-17,-9,2,5,-1,-3,97
CCOc1cc(/C=C2\CN(C)C/C(=C\c3ccc(O)c(OCC)c3)C2=O)ccc1O,1.9,-1,-53,8,19,·,-102,53,-5,12,105
COc1cc(-c2nnc(SCC(=O)c3cc(C)n(CC4CCCO4)c3C)o2)cc(OC)c1OC (configuration not stated),-1.1,8,-55,-7,3,3,·,55,-2,12,109
Nc1c(-c2ccc(Cl)cc2)cnn1-c1cc(C(F)(F)F)cc(C(F)(F)F)c1,0.6,3,-78,1,-22,-1,1,?,1,4,111
Cc1nn(C(=O)C2CC2)c(C)c1Sc1ccc(Cl)cc1,-0.4,4,20,-5,-3,-2,-2,-20,-2,3,106
NCCCC[C@H]1CNC(=O)C(=O)N1CCc1cccc(F)c1,-1.4,-8,58,3,15,·,1,-58,4,·,100
Cc1ccc(C2=NCCn3c2c2ccccc2[n+]3[O-])cc1,-1.9,3,5,-7,-17,·,-5,-5,1,-3,104
CN(CC(=O)Nc1ccccc1Cl)C(=O)CN1C(=O)NC(c2ccccc2)(c2ccccc2)C1=O,0.7,-2,-7,3,-15,·,7,7,-3,-9,·
COc1cc(-c2nnc(SCC(=O)Nc3ccc(C(=O)O)cc3)o2)cc(OC)c1OC,-0.3,-9,0,-11,-14,-2,5,0,0,3,131
Cn1cc(CNC(=O)c2cc(COc3ccc4c(c3)CCCC4)on2)cn1,-0.5,-5,-18,-17,-6,-1,6,18,-14,2,97
CCOC(CNC(=O)C(=O)Nc1cc2c3c(c1)CCN3C(=O)CC2)OCC,3.2,-5,·,-9,4,-5,3,-5,-9,35,105
COc1cccc(CNC(=O)COC(=O)c2nc(Cl)c(Cl)c(Cl)c2Cl)c1,0.7,-1,16,-5,22,-1,-32,-16,-6,18,98
COc1ccc(CCNC(=O)CSc2nc3ccccc3o2)cc1,1.7,-3,1,0,·,1,-13,-1,-7,-7,81
COc1nc(NCCc2ccc(OC)c(OC)c2)nc(OC)n1,-0.6,-11,·,-14,-6,-1,1,·,-6,12,·
COc1cc(CNCc2cccs2)ccc1OCC(=O)NC(C)(C)C,-4.4,-2,1,-11,-20,1,1,-1,-3,-9,102
Cc1cccn2c(=O)c3cc(C(=O)NC4CCCC4)c(=N)n(C4CCCC4)c3nc12,-2.2,6,5,3,4,9,-4,-5,2,-9,114
CCc1nc(SCc2ccc(OC)c(Br)c2)n[nH]1,-0.3,2,22,-4,6,1,18,-22,2,31,99
N#C/C(=C(/O)CN1CCOCC1)c1nc(-c2ccccc2)cs1,3.8,-11,17,4,1,·,-4,-17,-4,4,104
COC(=O)c1sc(NC(=O)/C=C/c2ccccc2Cl)nc1C,0.0,-2,-59,-7,-15,9,23,59,0,1,97
CN(C)C(=O)CSc1nc2ccccc2n1CC(=O)N1CCN(c2ccccc2)CC1,-2.6,-6,26,6,-2,·,·,-26,-8,-7,·
Cc1ccc(-c2csc(NC(=O)CSc3nc4ccccc4o3)n2)cc1,0.9,-10,11,-14,19,3,20,-11,3,-10,109
COc1ccc(CN(CC(=O)NC2CCCC2)C(=O)CCC(=O)Nc2nc(C)cs2)cc1,1.4,-8,5,-10,-5,-1,-2,-5,-6,17,·
C=CCS(=O)(=O)N1CCCC(N2CCN(c3ccccc3OC)CC2)C1 (configuration not stated),0.2,3,-8,-7,-7,0,-1,8,-2,-4,93
CCn1cc(C(=O)OCC(=O)c2ccccc2)c(=O)c2ccc(C)nc21,1.0,-7,4,5,·,·,2,-4,-6,4,109
O=C(O/N=C(\c1ccccc1)c1ccncc1)c1ccccc1F,0.5,-8,15,2,6,-11,-6,-15,-9,-6,97
O=C(CSc1nnc(NC(=O)c2ccc(F)cc2)s1)NC1CCCC1,0.7,-9,1,1,7,-1,24,-1,4,34,106
COC(=O)c1sccc1NC(=S)Nc1cc(C)cc(C)c1,0.5,-1,-12,0,13,-5,-5,12,9,28,108
COc1ccc(NC(=O)C2CC(=O)OC23CCCCC3)cc1 (configuration not stated),-2.1,9,4,-1,-5,-1,·,-4,1,27,102
COCCCNC(=S)Nc1ccccc1C,-1.0,-4,16,2,3,-1,-7,-16,-2,-3,106
Cc1ccc(OCC(=O)Nc2cc(C)on2)c([N+](=O)[O-])n1,-3.4,11,-12,-5,-17,26,22,12,-5,-12,105
COc1ccc(-c2c(C#N)c(N)nc3c2c(=O)n(C)c(=O)n3C)cc1Cl,0.6,-6,18,-21,-9,1,-10,-18,-16,5,109
CC(=O)Nc1cc(C(=O)NCc2ccco2)ccc1Sc1ccc(C)cc1,-6.4,-5,-4,-13,-20,-1,4,4,-6,3,106
COc1ccc(OC(C)C(=O)Nc2cccc(F)c2)cc1 (configuration not stated),-0.5,-2,-5,9,-4,-4,5,5,6,6,96
O=c1[nH]c(-c2ccccc2)nn1-c1ccc(Br)cc1Br,1.1,-6,3,-5,2,0,·,-3,2,-1,105
CCOC(=O)C1=C(CNCCOc2ccc(OC)cc2)NC(=O)NC1c1ccc2c(c1)OCO2 (configuration not stated),-1.4,-1,-72,-7,-12,2,14,?,-12,9,117
N#CCSc1nc2ccccc2c(=O)n1CCC(=O)NC1CCCCC1,-1.0,5,-7,-5,-15,-2,·,7,-9,5,96
Cc1cc(C(=O)CSc2ccc(F)cc2)cc(C)c1OC(=S)N(C)C,2.9,-4,-19,-19,-4,1,-12,19,2,3,·
O=C1NC(=O)/C(=C/c2ccccc2OCc2ccccc2)S1,-2.5,-7,8,-8,20,7,-1,-8,-8,2,97
O=C(NCc1cccnc1)c1ccc(S(=O)(=O)N2CCCCCC2)cc1,0.0,-3,-13,-9,-8,-5,4,13,-1,5,104
Cc1c(Br)cc(C(=O)N2CCN(CCO)CC2)c(C)c1C,-3.1,0,-10,-9,-21,-3,·,10,-1,-2,·
Cc1ccsc1C(=O)OCC(=O)c1ccc[nH]1,-1.5,-3,-5,-6,-11,-1,109*,5,-4,26,101
